# Assay outcomes from PubChem BioAssay.
# sPLA2-III inh = Blocks human group III sPLA2 activity | Q9NZ20 | actives 0.56% (n = 370,000) | QFRET BODIPY PC-A2 liposome hydrolysis, fluorescence | inhibition, % at 12.2 µM;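 active means inhibition above mean plus 3 SD of compounds lying within the high and low control bounds, cut at about 19% in these data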;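 further: 0% = median of test compound wells and 100% = no enzyme DMSO wells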
# Target sequence (Q9NZ20 whole entry, looked up): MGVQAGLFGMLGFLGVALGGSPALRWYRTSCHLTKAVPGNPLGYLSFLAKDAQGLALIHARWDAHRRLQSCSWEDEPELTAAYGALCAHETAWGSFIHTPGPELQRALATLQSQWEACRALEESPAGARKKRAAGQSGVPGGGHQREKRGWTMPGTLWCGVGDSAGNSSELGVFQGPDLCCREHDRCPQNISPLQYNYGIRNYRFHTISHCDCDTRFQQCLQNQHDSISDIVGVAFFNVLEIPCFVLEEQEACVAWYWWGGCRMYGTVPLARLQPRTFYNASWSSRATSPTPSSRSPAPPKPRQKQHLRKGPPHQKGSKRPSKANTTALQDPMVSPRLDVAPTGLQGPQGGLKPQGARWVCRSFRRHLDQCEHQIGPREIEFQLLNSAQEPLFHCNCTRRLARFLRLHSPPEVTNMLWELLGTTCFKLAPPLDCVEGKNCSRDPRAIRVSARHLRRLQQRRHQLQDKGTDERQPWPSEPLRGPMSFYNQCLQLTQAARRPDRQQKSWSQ
# NPR2 activator = GC-B (human) receptor activation | HEK293-GC-B cells, CNP EC30, cGMP TR-FRET; 0% at EC30 CNP, 100% saturating CNP | activation, % at 10 µM | actives 0.11% (n = 370,000) | AID 1920062;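 active means activation at 10 µM reaching about 35% in either raw or pattern-adjusted values, limit read from the data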
# ARFGAP1 inh = inhibits rat ARF GTPase activating protein 1 | Q62848 | Arfgap1-stimulated ARF1 GTP hydrolysis, GDP FP detection | inhibition, % at 16.5 µM | actives 0.26% (n = 360,000) | AID 651572;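 active means inhibition above a per-plate limit, mean inhibition of low control wells plus 3 SD, cut at about 25% in these data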;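 further: 0% = DMSO wells with enzyme and 100% = wells lacking Arfgap1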
# Target sequence (Q62848 1-136 limits assumed): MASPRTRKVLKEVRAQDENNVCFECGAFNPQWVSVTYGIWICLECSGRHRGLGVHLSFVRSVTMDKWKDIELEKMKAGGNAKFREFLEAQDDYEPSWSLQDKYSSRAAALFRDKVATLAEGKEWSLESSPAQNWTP
#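 Repeats: one replicate per compound; assay system: rat Arfgap1 catalytic domain, aa 1-136; times: enzyme reaction 120 min at 25 °C after 20 min preincubation; detection: FP of antibody-bound GDP Alexa 633 tracer, ex 620/em 688 nm; benchmarks: high control wells lacking Arfgap1, low control full reaction with DMSO; reagent: human ARF1(Δ1-17)-GTP substrate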
# ASAP1 GAP inh = blocks human ASAP1-stimulated Arf1 GTP hydrolysis; actives 0.19% (n = 360,000); AID 624377; inhibition, % at 16.5 µM; GDP FP detection; in the data active means inhibition above about 25%;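 further: 0% = vehicle with enzyme and substrate and 100% = no enzyme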
# Target sequence (Q9ULH1 325-724 limits assumed): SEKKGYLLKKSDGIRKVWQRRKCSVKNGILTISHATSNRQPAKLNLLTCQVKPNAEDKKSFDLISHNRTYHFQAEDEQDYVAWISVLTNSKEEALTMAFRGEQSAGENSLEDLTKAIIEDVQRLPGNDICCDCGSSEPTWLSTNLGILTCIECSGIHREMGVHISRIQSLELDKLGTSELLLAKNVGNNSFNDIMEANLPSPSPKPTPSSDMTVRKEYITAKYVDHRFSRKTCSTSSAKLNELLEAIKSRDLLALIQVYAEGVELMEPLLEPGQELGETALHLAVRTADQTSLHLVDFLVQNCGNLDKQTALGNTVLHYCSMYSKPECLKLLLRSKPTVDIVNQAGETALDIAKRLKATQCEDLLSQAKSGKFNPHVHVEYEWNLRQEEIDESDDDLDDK
# KLK7 zymogen act = activates the human kallikrein-7 zymogen; P49862; actives 0.9% (n = 370,000); activation, % at 7 µM; purified proKLK7, EDANS-DABCYL substrate fluorescence; 100% is mature enzyme control, 0% vehicle;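 active means activation above the mean of all tested compounds plus 3 SD, computed per campaign excluding outliers beyond control limits, cut at about 13% in these data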
# ADAM10 inh = inhibitors of human ADAM10. recombinant ADAM10, EDANS/DABCYL FRET peptide cleavage, 3 h. AID 720582. inhibition, % at 7 µM. actives 0.62% (n = 370,000). O14672;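 active means inhibition above a per-campaign cutoff equal to the mean of compounds falling between control-based bounds plus 3 SD, cut at about 20% in these data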;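 further: 0% = DMSO wells while the 100% control is not disclosed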
# FXN GAA850 act = activators of GAA850 frataxin (FXN) promoter; HEK293 lucGAA850 FXN promoter luciferase reporter, 24 h; percent of 10 µM SAHA response; activation, % at 6 µM; actives 0.56% (n = 360,000); AID 540364;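 active means activation above the average of all compounds screened plus 3 SD, cutoff fixed separately per campaign, cut at about 7.5% in these data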;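 further: 0% = DMSO wells and 100% = 10 µM SAHA wells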
# NPR1 activator = GC-A (human) enzyme activation; P16066; HEK293 GC-A cells, cGMP TR-FRET, EC30 ANP; 0% at EC30 ANP, 100% saturating ANP; activation, % at 10 µM; actives 0.14% (n = 370,000); in the data active means activation above about 40%
# rCAG binder = binds r(CAG) RNA repeats; inhibition, % at 3 µM; r(CAG) RNA repeat, TO-PRO-1 dye displacement fluorescence; actives 1.3% (n = 370,000);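 active means inhibition above the plate cutoff, the mean of all test compounds on that plate plus 3 SD, cut at about 35% in these data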;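 further: 0% = DMSO alone and 100% = 100 µM mitoxantrone as full dye displacement; higher means more dye released from RNA so lower well fluorescence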
# DDE Tn6 FP inh = inhibitors of Tn6 peptide binding to human fibrin DD(E); Fibrin DD(E) TRITC-Tn6 fluorescence polarization displacement; inhibition, % at 8.3 µM; actives 0.21% (n = 370,000); AID 720509;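 active means inhibition above a per-campaign cutoff: mean of compounds within control limits plus 3 SD, cut at about 15% in these data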;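 further: 0% = median of all compound wells on the plate and 100% = blocking peptide control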
# * marks the source's active call; other numbers are inactive results; i = inactive; x = not tested or not shown. These rows are one share of the data (hit frequency here may not be typical).
SMILES,sPLA2-III inh,NPR2 activator,ARFGAP1 inh,ASAP1 GAP inh,KLK7 zymogen act,ADAM10 inh,FXN GAA850 act,NPR1 activator,rCAG binder,DDE Tn6 FP inh
O=C1NC(=O)N(CCNc2ncc(C(F)(F)F)cc2Cl)C(=O)C1Cc1ccc(Cl)cc1 (configuration not stated),1,1,-4,1,0.4,10,-0.4,-2,22,-1
Clc1ccc([C@@H]2CC3CCC2N3)cn1 (some centres not stated),-1,-3,22,11,0.6,-3,x,1,2,5
CCOC(=O)[C@]12Cc3cc(Cl)ccc3[C@H]1N(Cc1ccccc1)C(=O)c1cc(OC)ccc12,-5,-14,-7,-2,-0.4,0,x,-19,2,2
NCCCP(=O)(O)CCc1ccccc1,11,4,1,-2,-0.5,5,1.9,1,-1,4
CC1CN=C(NC(C)c2ccccc2)S1 (configuration not stated),6,-2,-1,-2,-1.3,-5,4.5,-8,3,-6
COc1cc(OC)cc(C2(C#N)CCN(C)CC2)c1,2,-2,8,-6,0.6,3,-0.6,-3,3,5
CS(=O)(=O)c1ccc(C2=C(CNC(=O)c3ccc([N+](=O)[O-])cc3)[C@H]3CC[C@@H](C2)N3CCOc2ccccc2)cc1,-16,-8,3,-7,0.8,-7,-0.9,-3,4,2
CC(C)c1ccccc1NC1=NCCCS1,5,0,17,-2,-0.2,-7,1.6,2,0,-8
COc1ccccc1CN1CCN(C(=O)Cc2ccccc2)CC1,8,1,11,-1,-0.1,-1,1.7,1,-6,-4
COc1cc(C(=O)N2C[C@H]3C[C@@H](C2)c2cccc(=O)n2C3)cc(OC)c1OC,-5,-11,-3,3,0.4,3,1.8,1,4,0
C[C@H](CO)N1C[C@H](C)[C@@H](CN(C)C(=O)Oc2ccc3ccccc3c2)OCc2cn(nn2)CCCC1=O,12,-1,12,4,-0.3,-24,1.0,4,0,-7
CCCCCc1nc2ccccc2c(=O)n1-c1ccccc1[N+](=O)[O-],1,-7,-11,1,0.5,6,0.2,-21,-2,5
COc1ccc(CN2Cc3cnnn3-c3ccccc3C2C#N)cc1 (configuration not stated),-1,-8,-4,-4,0.5,-7,-4.1,-5,7,-4
CC1CC(C)CN(C(=O)COC(=O)c2cn(C)c3ccccc23)C1 (configuration not stated),-5,0,42*,18,0.0,-2,-0.7,-1,-2,0
CC(=O)OC1CCC2(C)C3CCC4(C)C(OC(C)=O)CCC4C3C(C)C2(O)C1 (configuration not stated),-6,8,6,1,-0.1,-1,2.4,-2,-1,12
Cc1cccc(CN2CCN(CC(=O)N3CCC4(CC3)OCCO4)C2=O)c1,5,1,-5,-1,-0.1,-5,1.6,3,-6,6
Cc1ccc(-c2nc3ccccc3c(=O)n2-c2cccc(O)c2)cc1,-26,-3,-6,10,-1.0,3,0.3,-3,2,-2
CCOC(=O)C1CCN(/C=C2/C(=O)NC(=S)N(c3ccccc3F)C2=O)CC1,-2,2,-4,0,0.1,4,0.5,5,1,-3
COc1ccc(C(=O)CC(c2ccc(OC)c(OC)c2)c2c(O)c3ccccc3oc2=O)cc1OC (configuration not stated),4,2,1,5,0.2,-6,0.2,-5,8,2
Cc1cc(N(CCCl)CCCl)ccc1C=NNC(=O)Cc1cc(=O)oc2cc(O)ccc12,-30,3,-6,-4,-2.9,i,-2.8,-4,20,0

# Two of these compounds in a different format:
> Cc1cccc(CN2CCN(CC(=O)N3CCC4(CC3)OCCO4)C2=O)c1
  sPLA2-III inh: 5
  NPR2 activator: 1
  ARFGAP1 inh: -5
  ASAP1 GAP inh: -1
  KLK7 zymogen act: -0.1
  ADAM10 inh: -5
  FXN GAA850 act: 1.6
  NPR1 activator: 3
  rCAG binder: -6
  DDE Tn6 FP inh: 6

> CC1CC(C)CN(C(=O)COC(=O)c2cn(C)c3ccccc23)C1 (configuration not stated)
  sPLA2-III inh: -5
  NPR2 activator: 0
  ARFGAP1 inh: 42*
  ASAP1 GAP inh: 18
  KLK7 zymogen act: 0.0
  ADAM10 inh: -2
  FXN GAA850 act: -0.7
  NPR1 activator: -1
  rCAG binder: -2
  DDE Tn6 FP inh: 0

# Single records, from the list above. Order of values: sPLA2-III inh | NPR2 activator | ARFGAP1 inh | ASAP1 GAP inh | KLK7 zymogen act | ADAM10 inh | FXN GAA850 act | NPR1 activator | rCAG binder | DDE Tn6 FP inh
# `Cc1cccc(CN2CCN(CC(=O)N3CCC4(CC3)OCCO4)C2=O)c1` is entered as 5 | 1 | -5 | -1 | -0.1 | -5 | 1.6 | 3 | -6 | 6
# `CC(=O)OC1CCC2(C)C3CCC4(C)C(OC(C)=O)CCC4C3C(C)C2(O)C1` (configuration not stated) is entered as -6 | 8 | 6 | 1 | -0.1 | -1 | 2.4 | -2 | -1 | 12
# `CCCCCc1nc2ccccc2c(=O)n1-c1ccccc1[N+](=O)[O-]` is entered as 1 | -7 | -11 | 1 | 0.5 | 6 | 0.2 | -21 | -2 | 5
# `Cc1ccc(-c2nc3ccccc3c(=O)n2-c2cccc(O)c2)cc1` is entered as -26 | -3 | -6 | 10 | -1.0 | 3 | 0.3 | -3 | 2 | -2
# `COc1ccc(C(=O)CC(c2ccc(OC)c(OC)c2)c2c(O)c3ccccc3oc2=O)cc1OC` (configuration not stated) is entered as 4 | 2 | 1 | 5 | 0.2 | -6 | 0.2 | -5 | 8 | 2

# (continued)
SMILES,sPLA2-III inh,NPR2 activator,ARFGAP1 inh,ASAP1 GAP inh,KLK7 zymogen act,ADAM10 inh,FXN GAA850 act,NPR1 activator,rCAG binder,DDE Tn6 FP inh
CCCN(CCC)C1Cc2cc(OC)c(OC)cc2C1,2,-6,3,13,0.3,-5,0.1,2,0,1
O=C(CCN1CCCCC1)NCC(=O)Nc1ccc(Br)cc1C(=O)c1ccccc1,-9,-7,-4,-10,-0.2,0,-1.1,-12,-3,-11
CCOC(=O)c1nsnc1NCCCl,2,7,3,10,-2.5,-22,-0.6,1,-1,10
O=C1NC(=O)C2C1C1(Cl)C(Cl)=C(Cl)C2(Cl)C1(Cl)Cl (configuration not stated),9,-1,4,-3,-1.0,-4,2.3,0,2,6
Cc1nc2ccccc2c(=O)n1-c1ccc(Br)cn1,0,10,-9,8,-0.2,1,-0.6,4,-3,-1
COC(=O)C1=C(c2ccc(OC(F)(F)F)cc2)C[C@@H]2CC[C@H]1N2C(=O)NCCOc1ccccc1,-7,-5,-7,-1,-0.2,11,-5.4,-10,-6,-10
COC(=O)C(O)(c1ccc(NC(=O)c2cccs2)cc1)C(F)(F)F (configuration not stated),-8,-5,-4,-8,-0.1,-2,1.5,-1,-1,3
OC(c1ccccc1)(c1ccccc1)C1CN2CCC1CC2 (configuration not stated),0,-12,1,-5,-0.1,7,0.2,-21,3,12
CC(NCc1ccccc1C(F)(F)F)C(O)c1ccccc1 (configuration not stated),0,-2,4,6,0.5,7,0.5,1,0,-1
CS(=O)(=O)NCc1nnc2n1-c1ccc(Cl)cc1C(c1ccccc1)=NC2,4,3,4,3,0.0,1,0.0,1,-2,-1
S=C1NCCN1,12,-3,2,7,0.1,-6,1.3,1,-1,2
CCC(C)(O)C(=O)OC1C(=O)OC2CC3C(C)=CC(=O)C(O)C3(C)C3C4(O)OCC23C1C(C)C4O (configuration not stated),13,2,4,0,-0.7,-6,-14,0,0,-1
CN(CC(=O)Nc1ccccc1-c1ccccc1)C1CCCCC1,-1,0,-1,0,-1.1,-2,2.9,-2,-11,7
COC(=O)C1=C(c2ccc(S(C)(=O)=O)cc2)C[C@@H]2CC[C@H]1N2C(=O)N1CCOCC1,7,1,-3,-1,-0.2,2,1.2,1,-5,0
CN1CCN(C(=O)COc2ccc3ccccc3c2)CC1,0,0,-4,14,-0.2,0,1.3,-2,-1,-3
O=c1[nH]c(=S)n(CCC2=CCCCC2)c(O)c1C=NCc1cccnc1,5,0,-1,8,-0.3,-3,0.4,0,0,-5
CSc1ccc(CN2CCN(C(=O)COc3cccc(C)c3)CC2)cc1,-8,2,-7,-6,0.0,4,1.1,-2,-4,-7
CCCCn1c(O)c(/C(CC)=N/N2CCCCC2c2cccnc2)c(=O)[nH]c1=S (configuration not stated),-8,-13,2,-2,0.1,2,1.2,-28,-1,4
COc1ccc(CN2C(=O)NC(=O)/C(=C\c3ccc(OC)c(OC)c3OC)C2=O)cc1,0,-1,-12,-5,0.0,-16,0.2,5,14,6
COP(=O)(NC(=O)C(Cl)(Cl)Cl)OC,-8,-4,0,-8,0.9,4,0.1,0,-2,-3
C=CCn1c(O)c(Cc2ccc(OCC)cc2)c(=O)[nH]c1=O,3,3,3,2,0.1,6,2.3,2,3,-5
CC(=O)OC1C2CCC1C(N1CCCC1)CC2 (configuration not stated),4,7,3,9,0.4,5,0.2,6,1,3
CN(C)S(=O)(=O)c1cccc(C(=O)N2CCC(C(=O)O)(c3ccccc3)CC2)c1,0,1,10,-4,-0.3,-1,2.0,1,1,1
Cc1ccc(-n2c(O)c(C=NCC3CCCO3)c(=O)[nH]c2=O)c(C)c1 (configuration not stated),0,3,9,-17,0.6,-2,-0.1,4,-5,0
Cc1nn(Cc2ccccc2)c(C)c1C(=O)OCC(=O)NCc1ccco1,-2,-1,-7,4,-0.6,0,-1.6,-3,2,10
Nc1ccc(-c2ccc(N)cc2)cc1,19*,-7,6,-11,0.0,-1,-1.9,-10,1,-3
Cc1cc(OC(=O)c2ccco2)c2c3c(c(=O)oc2c1)CCC3,3,-5,-2,-5,5.8,-59,-2.7,-2,-5,5
COc1ccc(-n2c(/C=C/c3cccc(F)c3)nc3ccccc3c2=O)c(OC)c1,3,-3,-5,10,-0.4,3,-2.5,-5,-2,-8
CN1C2CCC1CC(OC(=O)c1cc(Cl)cc(Cl)c1)C2 (configuration not stated),-2,-6,5,9,-0.1,-12,-0.2,8,1,-4
COCCNC(=O)N1[C@H]2CC[C@@H]1C(C(=O)OC)=C(c1ccc(OC(F)(F)F)cc1)C2,3,10,7,11,-0.3,-8,-1.6,1,-8,1
C=C1C(=O)C(C)=C2C(=O)N3Cc4[nH]c5ccccc5c4CC3(C(=O)OC)C12 (configuration not stated),11,5,x,x,1.0,0,x,6,15,8
COc1ccc(Br)cc1CN1CCN(CCO)CC1,2,1,-5,6,-0.2,-3,-0.2,-1,-2,-5
Cc1cccc(C)c1-n1nnnc1C(C1CC1)N1CCC(n2c(=O)[nH]c3ccccc32)CC1 (configuration not stated),1,-9,-2,-2,0.3,1,x,0,2,-2
COc1ccc(-n2nnnc2C(C2CC2)N2CCC(n3c(=O)[nH]c4ccccc43)CC2)cc1 (configuration not stated),2,4,0,-9,-0.1,-4,x,1,4,-1
